Source: PubChem BioAssay
CRFBP-R2 agonist: CRF-BP/CRF-R2 complex agonism | 0.46% of 350,000 active | activation, % at 13.2 µM | HEK293 CRF-R2/CRF-BP, calcium dye fluorescence (FLIPR); percent of saturating CRF peptide response;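 active = activation of at least 50%, plus an integration ratio under a set limit after plate pattern correction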;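 note: plate controls were neutral control wells without compound for no effect and CRF at EC100 for full effect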
CHRM5 PAM: CHRM5 positive allosteric modulation; CHO-K1 hM5, Fluo-8 calcium, ACh EC20 PAM; 0% = ACh EC20, 100% = ACh EC100; activation, % at 3 µM; 0.3% of 360,000 active;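 active = activation above the run cutoff, the mean activation of all test compounds plus 3 SD, cut at about 18% in these data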
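System – CHO-K1 hM5 cells · Compound – 3 µM, single dose · Incubation – compound preincubation 140 s before EC20 acetylcholine addition · Technique – Fluo-8 calcium fluorescence · Measure – Max/basal fluorescence ratio as % of EC20–EC100 ACh window · Benchmarks – low control EC20 acetylcholine (0%), high control EC100 acetylcholine (100%) · Replication – singlicate, one well per test compound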
TAAR1 antag: human TAAR1 antagonism. CHO RD-HGA16 TAAR1, Fluo-8 calcium fluorescence, antagonist. 1.5% of 360,000 active. inhibition, % at 3 µM;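 active = inhibition above a per-plate cutoff, the mean inhibition of test compounds on that plate plus 3 SD, cut at about 49% in these data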;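 note: 0% = DMSO plus EC80 beta-PEA response and 100% = DMSO alone without agonist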
Target sequence (Q96RJ0 whole entry, looked up): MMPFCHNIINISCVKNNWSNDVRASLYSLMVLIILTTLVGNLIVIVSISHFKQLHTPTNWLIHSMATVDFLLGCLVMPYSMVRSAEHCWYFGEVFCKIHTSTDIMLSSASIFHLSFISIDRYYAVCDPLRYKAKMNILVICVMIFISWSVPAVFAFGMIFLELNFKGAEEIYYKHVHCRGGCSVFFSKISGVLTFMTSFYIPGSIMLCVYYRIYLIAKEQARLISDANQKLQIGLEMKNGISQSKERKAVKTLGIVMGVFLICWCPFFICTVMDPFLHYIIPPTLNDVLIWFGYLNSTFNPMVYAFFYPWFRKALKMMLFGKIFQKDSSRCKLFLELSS
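System: CHO RD-HGA16 cells bearing hTAAR1. Reagent: EC80 β-phenethylamine stimulus. Schedule: seeding 17-24 h prior, 75-min 37 °C, 30-min RT dye loading. Signal: Fluo-8 intracellular calcium dye fluorescence, real-time kinetic reads. Read-out: % inhibition from peak post-agonist over basal fluorescence ratio. Benchmarks: vehicle wells and EC80 agonist wells. Replicates: n of 1.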
TAAR1 agonist: human TAAR1 agonism. Q96RJ0. CHO RD-HGA16 TAAR1, Fluo-8 calcium fluorescence; vehicle wells 0%, saturating PEA agonist 100%. activation, % at 3 µM. 0.99% of 360,000 active. AID 624467;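 active = activation above the mean activation of all test compounds in the run plus 3 SD, cut at about 38% in these data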
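Repeats: no replicates (n 1) | Material: CHO-derived RD-HGA16 cells with stable Gα16 and human TAAR1 | Technique: Kinetic Fluo-8 calcium fluorescence | Schedule: 17-24 h seeding, 75 min 37 °C dye, 30 min RT | Evaluation: % activation from peak over basal fluorescence ratio, DMSO-to-PEA scaled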
M5 antag: CHRM5 antagonism in calcium assay. CHO-hM5 cells, Fluo-8 calcium fluorescence, ACh EC80. P08912. inhibition, % at 3 µM. 0.59% of 360,000 active;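 active = inhibition above a per-plate cutoff, the mean of that plate's test compounds plus 3 SD, cut at about 27% in these data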;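 note: 0% = acetylcholine EC80 with DMSO and 100% = DMSO without agonist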
CHO-K1 Ca PAM: M1 PAM counterscreen hit in parental CHO-K1 cells. ATP EC20, Fluo-8 calcium fluorescence; 0% at ATP EC20, 100% at ATP max. activation, % at 3 µM. 0.02% of 360,000 active. AID 602247;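 active = activation above the run cutoff, the mean activation of all test compounds plus 3 SD, cut at about 40% in these data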;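 note: peak over basal fluorescence ratio in a 140 s read after ATP addition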
CRFBP-R2 block: antagonists of CRF-binding protein/CRF-R2 receptor complex; HEK293 CRF-R2/CRF-BP, CRF-induced calcium fluorescence; inhibition, % at 11.8 µM; 0.59% of 350,000 active;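 active = inhibition of the ligand-induced calcium signal above about 50% at the single tested concentration, limit read from the data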
M4 PAM: potentiates acetylcholine response at human M4 receptor. CHO-K1 hM4/Gqi5, Fluo-8 calcium fluorescence, ACh EC20; 0% = ACh EC20, 100% = maximal ACh. 0.4% of 360,000 active. P08173. AID 624126. activation, % at 3 µM;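 active = activation above its plate's cutoff, the mean activation of sample wells plus 3 SD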; note: some results filed as inactive read as strong as hits
Target sequence (P08173 whole entry, looked up): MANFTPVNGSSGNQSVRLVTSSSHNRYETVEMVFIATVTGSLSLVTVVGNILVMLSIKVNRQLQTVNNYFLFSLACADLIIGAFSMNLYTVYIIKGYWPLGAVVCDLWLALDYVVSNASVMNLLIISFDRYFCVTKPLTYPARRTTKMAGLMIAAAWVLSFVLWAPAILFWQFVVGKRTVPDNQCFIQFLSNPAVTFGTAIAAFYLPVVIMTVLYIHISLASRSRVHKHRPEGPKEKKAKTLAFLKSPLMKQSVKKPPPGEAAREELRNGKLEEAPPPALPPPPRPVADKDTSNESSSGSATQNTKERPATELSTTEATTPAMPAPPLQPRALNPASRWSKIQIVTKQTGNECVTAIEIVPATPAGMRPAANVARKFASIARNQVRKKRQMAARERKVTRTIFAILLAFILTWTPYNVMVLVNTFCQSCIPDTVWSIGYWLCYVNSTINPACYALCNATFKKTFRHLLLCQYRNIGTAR
CHRM5 agonist: agonists of human muscarinic M5 receptor (CHRM5); activation, % at 3 µM; 0.19% of 360,000 active; P08912; CHO-K1 hM5 cells, Fluo-8 calcium fluorescence; 0% DMSO wells, 100% maximal acetylcholine response;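 active = activation above the run's mean over test compounds plus 3 SD, cut at about 23% in these data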;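 note: signal is peak over basal fluorescence ratio across the kinetic read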
* = called active by the depositor; nt = not tested or not shown; & = joins results of further samples.

SMILES	CRFBP-R2 agonist	CHRM5 PAM	TAAR1 antag	TAAR1 agonist	M5 antag	CHO-K1 Ca PAM	CRFBP-R2 block	M4 PAM	CHRM5 agonist
CC(=O)N1CCC(N(C(=O)Nc2ccc(Cl)cc2)C(C)C)CC1	3.0	-6	-22	3	12	7	-7	-5	0
CCOC(=O)[C@@H]1[C@H]2COc3cc(OC)ccc3[C@@H]2N2C(=O)N(c3ccc(Br)cc3)C(=O)[C@@]12C	2.1	-1	-14	7	9	22	-11	7	-4
COc1ccc(-c2cc(C(=O)c3c(N)n(C)c(=O)n(C)c3=O)c3ccccc3n2)cc1	-0.6	-3	-26	2	5	-17	8	-4	-3
COC(=O)C[C@H]1c2ccc(C(F)(F)F)cc2S(=O)(=O)N1Cc1ccccc1	-2.3	-3	5	3	6	7	7	9	-1
CCOc1ccc2c(c1)OC1(CCC(C)C1)CC2=O (stereo not drawn)	-1.1	0	8	16	9	13	-5	11	0
Cc1ccc(OCCn2nnc3ccccc32)cc1C	-0.8	1	2	0	-8	20	-15	-5	0
NC(=O)CC(NC(=O)Cc1ccc(Br)cc1)c1ccc(NC2CCN(Cc3ccccc3)CC2)c([N+](=O)[O-])c1 (stereo not drawn)	-3.0	-3	-14	5	-3	10	6	-8	-13
Cc1cc(OCCn2ccnc2)ccc1C(C)C	-5.8	-2	-7	6	0	18	5	4	-4
O=C(CN1CCC(C(=O)c2cccc(F)c2)CC1)NCc1cccs1	-0.4	-1	5	10	2	11	-12	1	-2
COc1ccc(NC(=O)n2ncc3c(C)cccc32)cc1	13	-2	-10	4	2	13	-14	0	-6
COc1ccc(C(=O)O/N=C(\N)Cc2ccc(Cl)cc2)cc1OC	-1.0	-3	2	0	1	1	9	9	-2
Cc1cc(=O)oc2cc(OCC(=O)N3CCCC3)ccc12	0.0	-2	-6	6	16	-22	0	9	0
COC(=O)c1sccc1NC(=O)Nc1ccc(C)cc1C	-0.7	-4	3	0	1	-15	3	-1	-6
COC(=O)c1cccc(CSC(=S)N2CCCC2)c1	-1.6	-12	-24	0	17	6	4	-8	-2
Cc1noc(C)c1S(=O)(=O)N1CCCC(C(=O)NCC2CCCO2)C1 (stereo not drawn)	9.2	5	-11	2	1	13	-13	3	1
CN(C)CC(C)(C)CNS(=O)(=O)c1ccc(Cl)c(Cl)c1	1.6&0.0	3&1	-9&-15	7&3	1&9	26&2	-3&3	0&9	-7&-5
CC(C)[C@H](NC(=O)c1ccccc1)C(=O)OCC(=O)N1CCCCCC1	-0.2	-1	-17	0	-2	24	6	4	-1
Cc1ccc(NCc2ccccc2O)cc1	1.5	-9	12	4	10	-8	-5	-7	-2
CN(c1ccc(OCc2ccc([N+](=O)[O-])cc2)cc1)S(=O)(=O)c1ccccc1	-0.3	-12	28	0	7	-7	11	-12	1
CSc1nc(N)nc2c1ncn2CC(=O)N1CCN(Cc2c(C)cc(C)cc2C)CC1	0.9	-15	3	4	32*	-8	9	-7	3
Cc1cc(Cl)c(C(=O)Nc2cccc(C(F)(F)F)c2)c(C)n1	1.2	-3	-2	2	16	11	14	-4	0
COc1ccc(F)cc1CN1CCN(C(=O)CCC(=O)Nc2nnc(CC(C)C)s2)CC1	0.8	0	-1	3	-11	4	-21	2	-1
CCNC(=S)NNC(=O)CSc1nc2ccccc2[nH]1	1.3	7	-8	1	0	21	3	-2	3
C=CCSc1nc(C)c(CC=C)c(=O)[nH]1	0.2	5	-13	9	-7	16	-9	1	1
CCOC(=O)CSc1nnc(CNc2cccc(Cl)c2)n1C	-0.4	-5	-27	7	0	2	14	2	-4
C=CCn1c(SCC(=O)Nc2cccc(C(=O)OC)c2)nnc1C(C)NC(=O)c1cccs1 (stereo not drawn)	-1.4	-1	0	7	1	16	3	5	3
CCOC(=O)N1CCC(Nc2c(NCCCN(CC)Cc3ccccc3)c(=O)c2=O)CC1	3.0&0.9	-4&-4	-23&-22	4&1	21&1	1&4	-3&3	-3&-8	-6&-4
O=C(Nc1nnc(-c2ccc(Br)cc2)o1)c1ccco1	-0.7	0	nt	nt	8	-9	4	4	-1
Cc1ccccc1C(=O)N1CCN(S(=O)(=O)c2cccs2)CC1	-0.4	2	-16	5	-8	16	-5	0	-1
CCN(C1CCCCC1)S(=O)(=O)c1ccc(C(=O)O)cc1	-0.5	-2	-2	4	4	12	-6	-5	2
Cc1ccc(CNCCCn2cnc(C(=O)Nc3ccc(C)c(C)c3)n2)o1	0.0	-1	7	1	-3	12	2	4	0
Cc1cc(C)nc(SCc2ccc(C(=O)NN=C3CCCC3)cc2)n1	1.1	-2	-16	0	-8	25	-7	1	-2
CCN(CC)CCSc1nc(O)c(-c2ccccc2)c(=O)n1-c1ccccc1	-1.7	4	-19	1	7	14	-11	1	-2
CC(NC(=O)OCc1ccccc1)C(=O)NCC(=O)NC(Cc1ccc(OC(C)(C)C)cc1)C(=O)OC(C)(C)C (stereo not drawn)	-0.7	-7	18	0	0	8	-9	1	0
Cc1ccccc1Cn1c(=N)n(CC(=O)c2ccc([N+](=O)[O-])cc2)c2ccccc21	4.3	3	-10	4	-3	15	-29	2	0
O=C(COC(=O)CNC(=O)c1ccc(Cl)cc1Cl)NC1CC1	-0.7	-1	-8	4	9	15	6	6	0
O=C(O)C1CCN(C(=O)CCc2ccccc2)CC1	-0.1	6	-24	8	-5	18	-3	10	3
COc1ccc(C(=O)Nc2cccc(-c3csc(C)n3)c2)cc1S(=O)(=O)N1CCCC1	-0.9	-30	52*	21	21	-10	-5	-10	-1
COc1ccccc1CNC(=O)CNC(=O)c1ccc(Br)o1	-0.2	7	-10	3	-14	3	2	6	0
O=C(CCc1cccc(Cl)c1)NC1CCCN(Cc2ccccc2F)C1 (stereo not drawn)	-1.0	1	-6	0	4	18	-3	2	-8
N/C(=N\OC(=O)Nc1ccc(Cl)c(Cl)c1)c1ncc(C(F)(F)F)cc1Cl	0.1	-14	-5	24	20	4	10	-4	4
CCCn1cccc(C(=O)Nc2ccc(OC)cc2)c1=O	1.0	-1	-11	0	6	-11	-3	-4	-5
O=C(CN1C(=O)NC2(CCCC2)C1=O)N1CCN(S(=O)(=O)c2ccc(Cl)c(C(F)(F)F)c2)CC1	-0.4	4	-26	3	6	11	24	8	-3
O=C(COC(=O)c1cc(=O)[nH]c(=O)[nH]1)NCc1ccccc1	0.6	5	-2	-1	-7	26	4	6	0
CC1=C/C(=N\N=C2\NC(=O)C(CC(=O)Nc3ccccc3)S2)CC(C)(C)C1 (stereo not drawn)	-1.5	3	-9	2	-3	22	-16	-3	-3
Cc1ccc(NC(=O)C2(C)CCCN2C)cc1C (stereo not drawn)	nt	-2	-21	1	13	3	nt	-1	0
COc1ccc(OC)c(C(=O)C2COC(=O)C2)c1 (stereo not drawn)	-2.0	2	1	4	-4	11	1	2	3
CC(NC(=O)c1ccccc1NC(=O)CSc1nnnn1C)c1ccccc1 (stereo not drawn)	-1.1	0	8	2	2	17	42	1	-1
O=C(NCc1cccs1)c1cnc2sccn2c1=O	2.3	4	-16	0	3	13	-7	2	3
CC12CCC(C/C1=N\N=C1\NC(=O)/C(=C\c3ccc(Cl)cc3)S1)C2(C)C (stereo not drawn)	0.8	2	18	-2	11	-10	4	3	0
Other results
SMILES	CRFBP-R2 agonist	CHRM5 PAM	TAAR1 antag	TAAR1 agonist	M5 antag	CHO-K1 Ca PAM	CRFBP-R2 block	M4 PAM	CHRM5 agonist
COC(=O)c1[nH]c2ccc(C)cc2c1NC(=O)Nc1ccc(OC)cc1	-0.3	-2	6	2	11	7	5	1	-3
COc1ccc(C(=O)COC(=O)CCC(=O)Nc2ccc(C(C)=O)cc2)cc1	4.1	-9	-17	1	5	3	-6	2	-2
Cc1ccc(C(C)C)c(OCC(=O)OCC(=O)NC2CCS(=O)(=O)C2)c1 (stereo not drawn)	-0.7	0	-10	0	5	6	6	16	-3
Cc1ccc(N(Cc2ccccc2)C(=O)c2cc(S(=O)(=O)N3CCOCC3)ccc2Cl)cc1	3.6	-4	6	1	6	7	19	-10	0
O=C(COc1ccccc1Br)NC1CC1	1.3	7	-17	1	1	36	-13	3	-1
CCOC(=O)C(CCCOc1cccc(CC)c1)C(=O)OCC	-0.2	13	-12	8	-19	15	12	2	-1
CCCCn1c(O)c(/C=C/C=C/C=Nc2ccccc2)sc1=S	3.9	-2	22	8	9	-6	-17	-8	-3
CCC(=O)N1CCC(NC(=O)Nc2ccc(OC(F)(F)F)cc2)CC1	-1.5	-3	3	9	14	-20	4	-7	0
Cc1c(C)c2ccc(OC(C)C(=O)N3CC[C@@]4(O)CCCC[C@H]4C3)cc2oc1=O (stereo partly drawn)	-1.1	-3	5	0	2	8	8	6	0
CCOC(=O)CSc1nc(C)cc(Oc2ccc(=O)n(C)n2)n1	1.3	-2	6	0	-9	-7	-2	12	0

Structural class, the entries above with a nitro group on carbon
SMILES	CRFBP-R2 agonist	CHRM5 PAM	TAAR1 antag	TAAR1 agonist	M5 antag	CHO-K1 Ca PAM	CRFBP-R2 block	M4 PAM	CHRM5 agonist
NC(=O)CC(NC(=O)Cc1ccc(Br)cc1)c1ccc(NC2CCN(Cc3ccccc3)CC2)c([N+](=O)[O-])c1 (stereo not drawn)	-3.0	-3	-14	5	-3	10	6	-8	-13
CN(c1ccc(OCc2ccc([N+](=O)[O-])cc2)cc1)S(=O)(=O)c1ccccc1	-0.3	-12	28	0	7	-7	11	-12	1
Cc1ccccc1Cn1c(=N)n(CC(=O)c2ccc([N+](=O)[O-])cc2)c2ccccc21	4.3	3	-10	4	-3	15	-29	2	0

Next results.
SMILES	CRFBP-R2 agonist	CHRM5 PAM	TAAR1 antag	TAAR1 agonist	M5 antag	CHO-K1 Ca PAM	CRFBP-R2 block	M4 PAM	CHRM5 agonist
O=C1c2ccccc2C(Nc2ccc3c(c2)OCO3)N1Cc1ccco1 (stereo not drawn)	0.1	-6	-8	-1	3	13	26	-7	1
Cc1cc(C)c([N+](=O)[O-])cc1-c1ccc(/C=N/c2c(-c3ccco3)nc3ccccn23)o1	0.1	5	-6	1	2	9	2	8	-1
CS(=O)(=O)Nc1ccc(C(=O)Nc2ccc(S(=O)(=O)N3CCCCC3)cc2)cc1	-1.1	-1	-6	1	17	6	-9	-3	-2
COc1ccc(S(=O)(=O)N2CCN(C(=O)Cc3cccs3)CC2)cc1	-0.1	0	-6	0	-7	-2	20	-2	-1
CCOC(=O)c1ccc(NC(=O)c2cc3c(C)nn(-c4ccccc4Cl)c3s2)s1	4.6	-6	-1	0	6	3	-10	15	-2
c1ccc(-c2ccc(Oc3cc(N4CCOCC4)nc(-c4ccccc4)n3)cc2)cc1	1.9	0	13	1	2	28	0	1	0
COc1cccc(CC(=O)NNC(=O)CN(C)S(=O)(=O)c2ccc(C)cc2)c1	-0.6	1	-2	0	2	-12	8	3	0
C/C(=N\NC(=O)c1ccc(F)cc1)c1ccc(N2CCOCC2)cc1	-1.0	-3	6	7	-17	14	1	-6	-1
CN(C)c1ccnc(Oc2ccc(Cl)cc2)c1C#N	0.6	-4	21	0	-3	13	38	9	-5
